Screening results from PubChem.
LAP4 TOR yeast – modulators of TOR pathway LAP4-GFP in S. cerevisiae | 320,000 tested, 0.34% active | GFP response vs DMSO, % at 10 µM | AID 2023 | S. cerevisiae LAP4-GFP multiplex, flow cytometry GFP, 3 h; median GFP as percent of DMSO wells;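 active = GFP response vs DMSO above a set limit, about the screen mean plus 3 SD, cut at about 150% in these data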
RPL19A TOR yeast – modulators of TOR pathway RPL19A-GFP in S. cerevisiae | 330,000 tested, 0.3% active | S. cerevisiae RPL19A-GFP strain, flow cytometry, 3 h; stronger effect = lower value | percent response vs DMSO, % at 10 µM;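 active = percent response vs DMSO below 50%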;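 also: median channel GFP fluorescence of the barcoded RPL19A-GFP strain; ratio of sample median GFP to plate DMSO average so 100% = DMSO; lower means less RPL19A-GFP as with rapamycin TOR inhibition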
MEP2 TOR yeast – modulators of TOR pathway MEP2-GFP in S. cerevisiae; S. cerevisiae MEP2-GFP strain, flow cytometry GFP, 3 h; 100% = DMSO control level; GFP response vs DMSO, % at 10 µM; 330,000 tested, 0.51% active; AID 2016;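 active = GFP response versus DMSO above a set limit, roughly screen mean plus 3 SD, cut at about 180% in these data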;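 also: median GFP fluorescence of the barcode-gated MEP2-GFP cells per well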
CIT2 TOR yeast – yeast TOR pathway CIT2-GFP modulation; S. cerevisiae CIT2-GFP strain, flow cytometry, 3 h; 100 means same as DMSO wells; GFP response vs DMSO, % at 10 µM; 320,000 tested, 0.065% active; AID 2029;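 active = GFP response relative to DMSO above a set limit, near the screen mean plus 3 SD, cut at about 150% in these data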;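 also: ratio of well median GFP fluorescence to mean of DMSO wells on the plate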
VLA-4 inh – inhibition in a human VLA-4 binding assay; P13612; VLA-4 expressing cells, ligand binding flow cytometry; inhibition, % (about 7 µM as worked out from the volumes in the protocol); 330,000 tested, 0.2% active; in the data active = inhibition above about 50%
GRK2 inh – blocks RNA aptamer binding to human GRK2. P25098. 330,000 tested, 0.59% active. bead flow cytometry, FAM-aptamer displacement from GRK2. inhibition of aptamer binding, % at 10 µM;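 active = inhibition of aptamer binding above 40%, roughly 3 SD of noise, on plates passing a quality check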;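 also: median bead fluorescence of bound FAM aptamer so fluorescent compounds give negative values; no value below 0 was filed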
Target sequence (P25098 whole entry, looked up): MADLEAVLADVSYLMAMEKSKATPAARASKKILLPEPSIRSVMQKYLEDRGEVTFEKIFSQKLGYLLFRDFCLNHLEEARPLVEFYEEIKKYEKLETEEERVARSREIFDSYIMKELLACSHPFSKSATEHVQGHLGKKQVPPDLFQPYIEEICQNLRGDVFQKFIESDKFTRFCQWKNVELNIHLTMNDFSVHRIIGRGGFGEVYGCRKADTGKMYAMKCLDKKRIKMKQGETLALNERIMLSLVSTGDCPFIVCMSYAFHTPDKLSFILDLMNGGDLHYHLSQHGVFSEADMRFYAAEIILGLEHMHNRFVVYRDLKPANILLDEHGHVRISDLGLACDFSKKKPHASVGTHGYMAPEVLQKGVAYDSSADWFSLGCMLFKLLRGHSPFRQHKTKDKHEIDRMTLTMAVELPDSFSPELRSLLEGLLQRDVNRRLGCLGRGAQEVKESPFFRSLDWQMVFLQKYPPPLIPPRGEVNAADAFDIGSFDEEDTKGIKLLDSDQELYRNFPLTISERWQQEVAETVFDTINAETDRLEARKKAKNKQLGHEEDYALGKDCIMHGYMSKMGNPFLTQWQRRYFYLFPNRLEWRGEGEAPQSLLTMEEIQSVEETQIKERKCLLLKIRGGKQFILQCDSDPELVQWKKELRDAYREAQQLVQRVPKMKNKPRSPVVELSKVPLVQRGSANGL
AGP1-GFP MLPCN – alters AGP1-GFP fluorescence in TOR pathway yeast screen | S. cerevisiae AGP1-GFP multiplex flow cytometry, 3 h; GFP as percent of DMSO wells | GFP response vs DMSO, % at 10 µM | 320,000 tested, 0.02% active | AID 2066;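 active = GFP response relative to DMSO above a set limit, near screen average plus 3 SD, cut at about 150% in these data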;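 also: median GFP channel fluorescence of the gated AGP1 strain per well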
Yeast superoxide – lowers age-related superoxide in aged yeast cells | superoxide response (% of plate mean), % at 10 µM | S. cerevisiae aged cells, superoxide DHE fluorescence; stronger effect = lower value | 330,000 tested, 0.18% active | AID 2690;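 active = superoxide response under a set limit, about three screen SD below normal, cut at about 65% in these data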;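 also: yeast aged for seven days with compound at 30 °C before DHE staining; 100% = average MFI of all compound-treated wells on the plate with controls excluded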
* = called active by the depositor; x = not tested or not shown.

canonical_smiles	LAP4 TOR yeast	RPL19A TOR yeast	MEP2 TOR yeast	CIT2 TOR yeast	VLA-4 inh	GRK2 inh	AGP1-GFP MLPCN	Yeast superoxide
C[C@H](NC(=O)OC(C)(C)C)C(=O)NCC1CCC(C(=O)N[C@@H](Cc2ccccc2)C(=O)O)CC1 (stereo partly specified)	100	95	105	92	14	0	96	123
Cc1nc(-c2cccc(-c3noc(C)n3)c2)no1	107	100	108	105	-9	3	100	86
CCN(CC)c1nc(-c2ccc(C(=O)NN)cc2)nc(-c2ccc(C(=O)NN)cc2)n1	93	102	104	102	3	2	97	106
Cc1ccc2c(c1)c1c(c(=O)n(-c3ccccc3)c(=O)n1CC(=O)NCC1CCCO1)n2C (stereo unspecified)	99	95	99	93	13	0	105	100
COc1cc(/C=C/C(=O)OCC(=O)N(C)CC(=O)Nc2ccc(F)cc2)ccc1OC(F)F	105	107	104	105	6	0	107	100
CC(C)CC(C)NNC(=O)c1cc2ccccc2[nH]1 (stereo unspecified)	102	100	102	91	0	2	98	119
CCN(CC)c1ccc(/C=N/NC(=O)c2c(Cl)cnn2C)c(O)c1	90	96	96	93	6	x	92	102
O=C(Nc1ccc(Cl)cc1)C1=Cc2ccccc2OC1	104	103	102	110	-3	3	99	98
COc1ccc(/C=C/C(=O)c2ccc(O)cc2)cc1CN1CCOCC1	86	93	102	92	1	0	85	93
COc1ccc(C(=O)C2CCCN(C(=O)c3ccnn3C)C2)cc1OC (stereo unspecified)	101	101	108	106	31	3	105	98
Cc1ccc(CNC(=O)c2c(C)cc(=O)oc2C)cc1	106	101	108	101	12	0	98	99
O=C(O)C1C2C=CC(C2)C1C(=O)Nc1ccccc1Br (stereo unspecified)	91	102	104	102	10	0	97	93
Cc1ccsc1C(=O)OC(C)C(=O)Nc1ccc(Cl)cn1 (stereo unspecified)	90	102	103	106	4	1	111	112
CCOC(=O)C1=C(c2ccc(OC)cc2)C(=O)c2ccccc2C1=O	108	96	100	84	-8	0	95	93
COC(=O)C1C(=O)c2c([nH]c(C(=O)OC3CCCCC3)c2C)CC1C (stereo unspecified)	103	96	101	105	15	3	110	91
COC(=O)c1cc(NC(=O)C2CCCN(S(=O)(=O)c3c(C)n[nH]c3C)C2)cc(C(=O)OC)c1 (stereo unspecified)	84	97	84	74	-3	0	92	98
Cc1cccc(Oc2ccccc2N)c1	109	95	96	91	-2	1	96	87
c1ccc(COCCN2CCN(CCOCc3ccccc3)CC2)cc1	101	99	99	94	4	0	98	101
Fc1ccc(-c2csc3ncnc(N4CCN(Cc5ccccc5)CC4)c23)cc1	100	101	106	107	-6	0	99	101
Cc1nn(Cc2c(F)cccc2Cl)c(=O)c2ccccc12	91	107	102	99	-2	4	96	94
COCCOC(=O)C1=C(C)NC(=O)NC1C1CC=CCC1 (stereo unspecified)	101	100	98	106	16	0	106	106
CC(=O)OC(C(=O)NC1CCCCC1)c1cccc(F)c1 (stereo unspecified)	97	100	97	97	5	0	99	107
CC(C)Cc1cc(C(=O)N2CCC(N3CCC(C(=O)N4CCOCC4)CC3)CC2)n[nH]1	87	106	103	97	2	0	86	79
COc1ccc(N(CC(=O)Nc2cccc(SC)c2)S(C)(=O)=O)cc1Cl	109	100	99	107	-7	0	102	104
O=c1[nH]cc(NCCNc2ncc(C(F)(F)F)cc2Cl)c(=O)[nH]1	92	102	95	99	3	2	95	110
CCCCc1ccc(NC(=S)Nc2ccc(Nc3ccc(OC)cc3)cc2)cc1	104	95	94	88	8	0	117	110
CCOC(=O)C1(Cc2cccc(OC)c2)CCN(Cc2cccn2-c2ccccn2)CC1	97	97	95	94	6	0	103	98
Cc1c(Cl)cccc1NC(=O)CCN1CCN(CCO)CC1	111	101	119	107	0	0	117	100
O=C(Cn1c(=O)[nH]c2ccccc2c1=O)N1CCN(Cc2ccc3c(c2)OCO3)CC1	90	109	114	114	2	4	104	78
O=C1Nc2ccccc2CCc2ccccc21	102	94	93	87	20	1	97	93
CCCOP(=O)(OCCC)c1nc(-c2ccccc2)oc1NCc1ccccc1	92	101	108	100	23	0	95	96
CC(C)(C)c1ccc(C(=O)/C(C#N)=C/c2cccs2)cc1	111	96	96	96	10	1	108	100
COc1ccc(/C=C/c2nc(S(=O)(=O)c3ccccc3)c(N(C)C)o2)cc1OC	101	103	101	96	6	3	100	98
O=c1c2cc([N+](=O)[O-])cc([N+](=O)[O-])c2[nH]n1-c1ccccc1	96	104	100	104	6	5	97	118
COc1ccc(Cc2nnc(SCC(=O)Nc3nc(C)cs3)o2)cc1	102	101	104	105	11	0	100	100
Nc1nc(Cl)cc(Sc2ccc3ccccc3c2)n1	96	104	104	106	5	0	111	91
CC1CN(C(=O)COC(=O)c2ccc(N)c([N+](=O)[O-])c2)CC(C)O1 (stereo unspecified)	84	105	96	105	2	0	85	102
COc1ccc(-c2nc3cccc(C)n3c2NCc2ccco2)cc1OC	101	101	103	95	14	0	106	101
CC(C)(C)NS(=O)(=O)c1ccc(NC(=O)CS(=O)(=O)Cc2ccccc2)cc1	109	97	101	107	7	0	111	105
CSc1ncccc1C(=O)OCC(=O)c1cccc(Br)c1	114	98	101	91	-9	2	103	92
Cc1ccc(S(=O)(=O)Cc2ccc(C(=O)NC3CCCCCC3)o2)cc1	98	103	107	103	2	0	106	69
Cc1cc(C)n(CC(O)COc2ccc(Cl)cc2)n1 (stereo unspecified)	117	105	126	101	8	1	105	94
Cc1ccc(-c2csc(NC(=O)c3ccc(S(=O)(=O)N4CCc5ccccc54)cc3)n2)cc1	93	101	96	89	3	1	91	115
CCCc1cc(=O)oc2cc(C)cc(OC(C)C(=O)NCC3CCC(C(=O)O)CC3)c12 (stereo unspecified)	105	98	102	93	33	4	96	116
Cc1cc(NC(=O)Cn2ccc([N+](=O)[O-])n2)no1	107	97	94	91	-1	1	103	91
Cc1cnc(Nc2nc3ccccc3o2)nc1C(=O)Nc1cccc(C(F)(F)F)c1	100	98	94	100	0	0	102	102
CC(=O)Nc1ccc(NC(=O)C(C)OC(=O)C2CCCC2)cc1 (stereo unspecified)	82	86	87	70	8	0	86	94
CC1CCN(C(=O)c2ccc(NC(=O)c3ccccc3)cc2)CC1	99	106	103	97	-10	1	102	88
Cc1ccc(C2C=C(c3ccccc3)Nc3ncnn32)cc1 (stereo unspecified)	136	103	91	83	-24	0	84	93
Cc1cc(C(=O)N2CC(C)CC(C)C2)c(C)o1 (stereo unspecified)	105	97	97	99	-1	2	100	102

An excerpt of the results above, for reference:
canonical_smiles	LAP4 TOR yeast	RPL19A TOR yeast	MEP2 TOR yeast	CIT2 TOR yeast	VLA-4 inh	GRK2 inh	AGP1-GFP MLPCN	Yeast superoxide
CCCCc1ccc(NC(=S)Nc2ccc(Nc3ccc(OC)cc3)cc2)cc1	104	95	94	88	8	0	117	110
CCOC(=O)C1(Cc2cccc(OC)c2)CCN(Cc2cccn2-c2ccccn2)CC1	97	97	95	94	6	0	103	98
Cc1c(Cl)cccc1NC(=O)CCN1CCN(CCO)CC1	111	101	119	107	0	0	117	100
O=C(Cn1c(=O)[nH]c2ccccc2c1=O)N1CCN(Cc2ccc3c(c2)OCO3)CC1	90	109	114	114	2	4	104	78
O=C1Nc2ccccc2CCc2ccccc21	102	94	93	87	20	1	97	93
CCCOP(=O)(OCCC)c1nc(-c2ccccc2)oc1NCc1ccccc1	92	101	108	100	23	0	95	96
CC(C)(C)c1ccc(C(=O)/C(C#N)=C/c2cccs2)cc1	111	96	96	96	10	1	108	100
COc1ccc(/C=C/c2nc(S(=O)(=O)c3ccccc3)c(N(C)C)o2)cc1OC	101	103	101	96	6	3	100	98
O=c1c2cc([N+](=O)[O-])cc([N+](=O)[O-])c2[nH]n1-c1ccccc1	96	104	100	104	6	5	97	118
COc1ccc(Cc2nnc(SCC(=O)Nc3nc(C)cs3)o2)cc1	102	101	104	105	11	0	100	100
Nc1nc(Cl)cc(Sc2ccc3ccccc3c2)n1	96	104	104	106	5	0	111	91
CC1CN(C(=O)COC(=O)c2ccc(N)c([N+](=O)[O-])c2)CC(C)O1 (stereo unspecified)	84	105	96	105	2	0	85	102

Remaining list, next part:
canonical_smiles	LAP4 TOR yeast	RPL19A TOR yeast	MEP2 TOR yeast	CIT2 TOR yeast	VLA-4 inh	GRK2 inh	AGP1-GFP MLPCN	Yeast superoxide
Cc1ccc(NC(=O)C(Cc2ccccc2)NC(=O)c2ccco2)cc1 (stereo unspecified)	108	104	109	102	-7	0	106	125
CCOC(=O)c1ccccc1NS(=O)(=O)c1ccccc1F	103	102	103	95	12	0	104	113
O=C(NC1CCCCCCC1)C1CCCN(S(=O)(=O)c2cnc[nH]2)C1 (stereo unspecified)	103	104	98	103	8	5	110	90
O=C(c1cc(Cl)nc2ccccc12)N(Cc1nnc(-c2ccccc2Cl)o1)C1CC1	84	95	94	91	-17	0	84	105
Cc1nn(C)c(C)c1CN(C)C(=O)C1c2ccccc2Oc2ccccc21	100	93	99	97	0	0	106	86
CCOC(=O)C1CCN(CCC(=O)Nc2ccc(Br)cc2)CC1	91	104	113	102	10	0	94	104

This is a random part of the collection; 1.7% or so of the library scored in one or more.
